# Bioassay records deposited in PubChem by National Center for Advancing Translational Sciences (NCATS).
# S2 tox = reduces viability in counter-screen for ATXN expression inhibitors. S2 cells (HEK-293 line with an ATXN2-luciferase reporter) viability, CellTiter-Fluor protease fluorescence, 24 h. Potency, µM (titrated, usually from 56.7 µM), actives largely listed as cytotoxic. 400,000 tested, 0.49% active. AID 651635; note: potency is the fitted concentration of half-maximal effect; nearly all actives have a fitted effect of over 40% in size
# SW480 rerep = inducers of DNA re-replication in SW480 colon cancer cells; Potency, µM (doses to about 46.1 µM), for inactives: top-dose re-replication activation, hits mostly activators; SW480 DNA re-replication, Hoechst DNA content imaging, 48 h; AID 624297; 340,000 tested, 1.8% active; note: potency is the fitted concentration of half-maximal effect; % of control where 0% means no effect; nearly all actives have a fitted effect of over 55% in size
#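 250 cells/well; 23 nL cpd via pin tool; 48 hr, 37 C, 5% CO2; Hoechst 40 min; imager read of total nuclear intensity, ex 405/em 500-530 nm.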
# KB-3-1 cytotox = kills parental KB-3-1 adenocarcinoma cells; AID 1347075; 400,000 tested, 1.4% active; Potency, µM (doses to about 46.1 µM), for the others: at the highest dose activity change, negative = cytotoxic, actives largely listed as cytotoxic; KB-3-1 viability, CellTiter-Glo ATP luminescence, 72 h; note: potency is the fitted concentration of half-maximal effect; % is set by controls: 0 for no effect and ±100 for the full control effect; nearly all actives have a fitted effect of over 60% in size
#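 KB-3-1 parental drug-naive adenocarcinoma cells in DMEM/10% FBS, incubated 72 h at 37 C with pin-transferred compounds across a concentration series. Viability by CellTiter-Glo luminescence; concentration-response curves fitted after normalization.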
# HT1080-NT tox = kills 2HG-producing HT-1080-NT fibrosarcoma cells; AID 686970; Potency, µM (series often up to 46.1 µM), for inactives: at the top dose activity, negative = less viability, hits mostly cytotoxic; 360,000 tested, 1.6% active; HT-1080-NT fibrosarcoma viability, CellTiter-Glo ATP luminescence, 48 h;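 note: NT is the 2HG producing partner of a matched IDH1 knockdown line; potency is the fitted concentration of half-maximal effect; 0% = DMSO-treated cells and -100% = media-only wells without cells; nearly all actives have a fitted effect of over 55% in size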
#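 A 48-hour cytotoxicity screen used HT-1080-NT cells plated 2 hours before compound delivery. ATP-based CellTiter-Glo luminescence measured viability, normalized to DMSO and no-cell controls.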
# HepG2 tox = kills HepG2 cells in TGF-b inhibitor counter-screen; HepG2 CAGA-GFP viability, ATP luminescence, 18 h; Potency, µM (titrated, usually from 46.1 µM), for inactives: at the highest dose activity change, negative = cytotoxicity, actives largely listed as cytotoxic; 410,000 tested, 0.76% active; AID 588856; note: potency is the fitted concentration of half-maximal effect; some results filed as inactive show a strong effect at the top dose
#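 HepG2 CAGA-GFP cells (1000/well, DMEM with 1% FBS) received compound, then TGF-beta at 500 pg/mL final, and were incubated 18 hours at 37 degrees C. Viability was read by CellTiter-Glo luminescence. Media-only wells were set as complete cell-killing and DMSO as no toxicity.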
# MCF10A rereplic = inducers of DNA re-replication in MCF 10A breast cells; MCF 10A DNA re-replication, Hoechst nuclear intensity, 48 h; Potency, µM (top dose mostly 46.1 µM), without a hit: at the top dose activity, positive = re-replication, most hits filed as activators; 350,000 tested, 2.9% active; AID 624296; note: potency is the fitted concentration of half-maximal effect; % of control where 0% means no effect; nearly all actives have a fitted effect of over 50% in size
# HT1080 IDH1KD tx = HT-1080 IDH1 knockdown cell toxicity (counter line) | HT-1080 IDH1 knockdown viability, ATP luminescence, 48 h | Potency, µM (doses to about 46.1 µM), inactives show at the highest dose activity, negative = toxicity, usual class: cytotoxic | 360,000 tested, 2% active | AID 686971;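 note: potency is the fitted concentration of half-maximal effect; 0% = DMSO wells and -100% = cell-free medium wells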
#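 % activity derives from luminescence (CellTiter-Glo), normalised to DMSO and no-cell wells. HT-1080-IDH1KD cells, 750/well, had 48 h compound exposure at 37 °C.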
# ATXN2 expr inh = ATXN2 expression inhibition; HEK-293 ATXN2-luciferase reporter, luminescence, 24 h; Potency, µM (highest dose often 57 µM), inactives show at the highest dose activity change, negative = inhibition, most hits filed as inhibitors; 360,000 tested, 0.72% active; note: potency is the fitted concentration of half-maximal effect; % is set by controls: 0 for no effect and ±100 for the full control effect; nearly all actives have a fitted effect of over 55% in size
#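 ATXN2-luciferase reporter cells (luciferase flanked by upstream and downstream ATXN2 gene portions) were treated 24 h at 37 °C with compounds at up to 57 uM. SteadyGlo luminescence gave expression; GF-AFC fluorescence gave viability.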
# IL-1B inflam inh = blocks inflammasome-driven IL-1 beta release | THP-1 LPS/ATP IL-1B secretion, AlphaLISA, 16 h; stronger effect = lower value | activity change, % at 57.5 µM | 360,000 tested, 4.7% active | AID 743279; in the data active = activity change below about -50%; inconclusive = mostly about -30% to -49%; note: % is set by controls: 0 for no effect and ±100 for the full control effect
#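 Secreted IL-1B measured by AlphaLISA bead assay after 16 h compound exposure of THP-1 cells; compounds (final up to 57.5 uM) added 1 h before LPS (250 ng/mL) and ATP (1.25 mM) stimulation; lower signal means less secretion.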
# * marks the source's active call; other numbers are inactive results; i = inactive; ? = inconclusive; . = no result given; [ ] = dose if it differs, or a comment. Unless noted, calls come from the whole dose curve; as a rule, active = well fitted curve in the direction sought with a large enough effect; inconclusive = small, poorly fitted or top-dose-only effect, or another doubt; inactive = no such curve, though single readings can be large; an effect the other way counts as inactive or inconclusive.
1	Cc1cccc(CN(CC(=O)N/N=C/c2cccs2)S(=O)(=O)c2ccc(Cl)cc2)c1
2	Cc1ccc(OCCC(=O)NNC(=O)c2ccncc2)cc1
3	O=C(CCC(=O)N1CCN(Cc2ccc(F)cc2)CC1)Nc1nnc(C2CCCCC2)s1
4	Cc1cnn(-c2nc(-c3ccccc3)cc(-c3ccccc3)n2)c1
5	COc1ccc(-n2c(=S)[nH]c3cc(C(=O)Nc4cc(C(N)=O)ccc4OC)ccc3c2=O)c(OC)c1
6	CCC(=O)N1CCCC(C(=O)NS(=O)(=O)c2cc(C)c(Cl)cc2C)CC1 (configuration not stated)
7	O=C1OC[C@H]2CCCN2C(=O)[C@@H](CC(=O)N(CCO)Cc2ccccc2)C/C=C\C[C@H]1Cc1ccc(F)cc1
8	COC(=O)[C@H](CC(C)C)NC(=O)CC[C@H]1O[C@@H](n2ccc(=O)[nH]c2=O)[C@H](O)[C@@H]1O
screen / no.,1,2,3,4,5,6,7,8
S2 tox,i,i,i,i,i,i,i,i
SW480 rerep,3%,.,-10%,?,-7%,.,-3%,.
KB-3-1 cytotox,-11%,0%,-3%,-6%,?,0%,0%,0%
HT1080-NT tox,-23%,0%,20%,?,17%,27%,2%,14%
HepG2 tox,0%,9%,12%,-34%,-13%,-3%,-24%,-1%
MCF10A rereplic,?,.,?,1%,-2%,.,-10%,.
HT1080 IDH1KD tx,?,3%,9%,?,17%,12%,-4%,20%
ATXN2 expr inh,-26%,.,-20%,-19%,-18%,13%,-15%,6%
IL-1B inflam inh,-11,13,-17,.,-14,-5,-23,21

9	CCc1nc2c(OCC3COc4ccccc4O3)cccn2c1N(C)C(=O)c1ccccc1F (configuration not stated)
10	COc1ccc(S(=O)(=O)N2CCc3ccccc32)cc1C(=O)O
11	CC(C)[C@@H](C(=O)NCc1ccco1)N1C(=O)N2CCc3c([nH]c4ccccc34)[C@@]2(C)C1=O
12	Cn1cc(/C=N/Nc2ccccc2)c2ccccc21
13	O=C(c1cccnc1)N1C2CCC1CC(O)(c1ccc(F)cc1)C2 (configuration not stated)
14	O=S(=O)(c1ccc(S(=O)(=O)N2CCN(C3CCCCC3)CC2)cc1)N1CCCCCC1
15	FC(F)(F)c1nc2nc(Cl)c(Cl)nc2n1CCCN1CCOCC1
16	O=C(COC(=O)c1ccco1)NC12CC3CC(CC(C3)C1)C2
screen / no.,9,10,11,12,13,14,15,16
S2 tox,i,i,i,.,i,i,i,i
SW480 rerep,.,-8%,-23%,?,0%,-1%,.,3%
KB-3-1 cytotox,0%,0%,0%,-3%,6%,6%,-1%,-8%
HT1080-NT tox,?,0%,2%,-4%,-10%,2%,-9%,5%
HepG2 tox,-7%,-4%,-13%,-15%,2%,-5%,-20%,-1%
MCF10A rereplic,.,3%,1%,?,-11%,0%,.,-2%
HT1080 IDH1KD tx,9%,0%,0%,?,20%,-2%,-4%,11%
ATXN2 expr inh,-13%,.,5%,-16%,-5%,-1%,.,-10%
IL-1B inflam inh,21,-5,6,49,17,2,-26,-5

17	S=C1NCCN1CC1CCN(CCCC2CCCC2)CC1
18	COc1ccc(OCC(=O)NC(=O)c2ccccc2)c([N+](=O)[O-])c1
19	N#CCC(=O)N/N=C/c1ccc(OS(=O)(=O)c2ccccc2)cc1
20	CCOc1ccc(NC(=O)c2ccccc2C(=O)c2ccccc2)cc1OCC
21	CN(C)c1nc(Oc2ccc(N)cc2)nc(N(C)C)n1
22	COCCCn1c(=O)c2ccccc2n2c(=S)[nH]nc12
23	COc1ccc(-c2nc3c(s2)CCc2onc(-c4ccc(Br)cc4)c2-3)cc1
24	CCOc1ccc(NC(=S)N2CCCC2)cc1
screen / no.,17,18,19,20,21,22,23,24
S2 tox,i,i,i,i,i,i,i,i
SW480 rerep,-8%,-7%,2%,-9%,-21%,-8%,3%,5%
KB-3-1 cytotox,2%,4%,1%,1%,3%,4%,0%,17%
HT1080-NT tox,4%,9%,3%,-2%,5%,0%,12%,?
HepG2 tox,-20%,-14%,-20%,-10%,3%,7%,1%,13%
MCF10A rereplic,3%,1%,16%,0%,2%,4%,-17%,0%
HT1080 IDH1KD tx,1%,7%,8%,-2%,16%,4%,3%,6%
ATXN2 expr inh,2%,.,3%,.,1%,-5%,-2%,11%
IL-1B inflam inh,-5,7,-4,-2,-6,3,30,20

# Reprinted at random: six compounds from above, in no set order.
2	Cc1ccc(OCCC(=O)NNC(=O)c2ccncc2)cc1
22	COCCCn1c(=O)c2ccccc2n2c(=S)[nH]nc12
1	Cc1cccc(CN(CC(=O)N/N=C/c2cccs2)S(=O)(=O)c2ccc(Cl)cc2)c1
9	CCc1nc2c(OCC3COc4ccccc4O3)cccn2c1N(C)C(=O)c1ccccc1F (configuration not stated)
24	CCOc1ccc(NC(=S)N2CCCC2)cc1
15	FC(F)(F)c1nc2nc(Cl)c(Cl)nc2n1CCCN1CCOCC1
screen / no.,2,22,1,9,24,15
S2 tox,i,i,i,i,i,i
SW480 rerep,.,-8%,3%,.,5%,.
KB-3-1 cytotox,0%,4%,-11%,0%,17%,-1%
HT1080-NT tox,0%,0%,-23%,?,?,-9%
HepG2 tox,9%,7%,0%,-7%,13%,-20%
MCF10A rereplic,.,4%,?,.,0%,.
HT1080 IDH1KD tx,3%,4%,?,9%,6%,-4%
ATXN2 expr inh,.,-5%,-26%,-13%,11%,.
IL-1B inflam inh,13,3,-11,21,20,-26

# More compounds:
25	CCN1C(=O)c2ccc(C(=O)Nc3ccc(O)cc3C)cc2C1=O
26	NCc1csc(NC(=O)Nc2cccc(C(F)(F)F)c2)n1
27	CC(C)(C)C(=O)Nc1cc(S(=O)(=O)Nc2ccc(Cl)cc2)ccc1Cl
28	Cc1onc(-c2ccccc2)c1C(=O)Nc1nnc(N(C)Cc2ccccc2)s1
29	COc1ccc(OC)c(/C=c2\sc3nc(-c4cccs4)nn3c2=O)c1
30	COCCSc1nnc(NC(=O)c2ccc(OC)c([N+](=O)[O-])c2)s1
31	Cc1ccccc1N(CC(=O)NCCc1ccccc1)C(=O)c1ccc(N2CCCC2)nc1
32	Cc1ccc([C@H]2C(C(=O)O)=CC[C@@H](c3cccc(Cl)c3)N2S(=O)(=O)c2ccc(C)cc2)cc1
screen / no.,25,26,27,28,29,30,31,32
S2 tox,i,?,?,i,i,i,i,i
SW480 rerep,3%,.,-1%,-2%,-3%,-42%[inhibitor],1%,-5%[9.22 µM]
KB-3-1 cytotox,-23%,0%,-11%,-13%,0%,-4%,12%,-7%
HT1080-NT tox,20%,-18%,-7%,0%,9%,-2%,-6%,0%
HepG2 tox,1%,-48%,-36%,-14%,-10%,5%,-2%,-9%
MCF10A rereplic,3%,.,?,-16%,13%,7%,-2%,0%
HT1080 IDH1KD tx,19%,?,-15%,-2%,17%,-2%,-7%,1%
ATXN2 expr inh,-16%,-11%,-23%,-3%,4%,.,6%,15%
IL-1B inflam inh,37,-18,11,13,10,17,-20,19

33	O=C(COc1c(F)c(F)c(C(F)(F)F)c(F)c1F)Nc1ccc(N2CCOCC2)c(Cl)c1
34	CN1CCN(C(=O)/C(=C\c2cccs2)NC(=O)c2ccco2)CC1
35	COc1ccc(S(=O)(=O)N2CCN(c3cccc(C)c3C)CC2)c2ccccc12
36	CC(=O)c1sc(=S)n(-c2ccccc2)c1C
37	COc1ccc(CCNc2ncnc3cc(OC)c(OC)cc23)cc1OC
38	Fc1cccc(-n2cc(-c3ccccc3)c3c(=S)nc[nH]c32)c1
39	Cc1cc(C(=O)COC(=O)c2ccccc2NCCO)c(C)n1CC1CCCO1 (configuration not stated)
40	O=S(=O)(Nc1ccccc1N1CCOCC1)c1ccc(Cl)cc1
screen / no.,33,34,35,36,37,38,39,40
S2 tox,?,i,i,i,i,i,i,i
SW480 rerep,1%,-4%,.,0%,?,4%,0%,?
KB-3-1 cytotox,-9%,27%,?,-2%,-10%,?,3%,-11%
HT1080-NT tox,-6%,7%,.,1%,-24%,-14%,-2%,-7%
HepG2 tox,-11%,-3%,-8%,-6%,-16%,-24%,-18%,-1%
MCF10A rereplic,?,0%,.,12%,10%,9%,-23%,-4%
HT1080 IDH1KD tx,-6%,-2%,.,-9%,-22%,?,0%,11%
ATXN2 expr inh,-15%,-6%,-6%,-7%,-30%[11.3 µM],?,6%,4%
IL-1B inflam inh,?,2,.,5,-73*,21,24,53

41	Cc1ccc(C2(c3ccccc3)NC(=O)N(CC(=O)N(C)C3CCS(=O)(=O)C3)C2=O)cc1C (configuration not stated)
42	CCn1c(COc2ccc(C)cc2)nc2ccccc21
43	Cc1c(C(=O)O)oc2c3c(ccc12)OCCO3
44	CCCCc1ccc(NC(=O)CSc2nc3ccccc3nc2N2CCCCC2)cc1
45	CCN(C(=O)COC(=O)C(c1ccccc1)c1ccccc1)c1c(N)n(Cc2ccccc2)c(=O)[nH]c1=O
screen / no.,41,42,43,44,45
S2 tox,i,i,i,i,i
SW480 rerep,13%,0%,2%,.,14%
KB-3-1 cytotox,2%,-13%,1%,5%,-5%
HT1080-NT tox,-11%,-7%,8%,.,-7%
HepG2 tox,1%,5%,-3%,1%,-11%
MCF10A rereplic,0%,13%,2%,.,-11%
HT1080 IDH1KD tx,-3%,-19%,12%,.,-2%
ATXN2 expr inh,.,33%[activator],5%,2%,.
IL-1B inflam inh,-9,-76*,4,.,-5
